# Screens: PubChem BioAssay, Broad Institute
# CAL PDZ FP-1: human CAL PDZ-peptide interaction inhibition; Q9HD26; purified CAL PDZ, TMR-peptide fluorescence polarization, 1 h; inhibition, % at 20 µM; 330,000 compounds, 0.02% hits; AID 504414;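 active = highest replicate inhibition of at least 40%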;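 note: plate controls were DMSO neutral control wells for no effect and unlabeled competitor peptide control wells for full effect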
#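 System: purified tagged CAL PDZ domain construct (CerCALP). Schedule: 1 h incubation at room temperature before polarization reading. Medium: 25 mM sodium phosphate pH 7.4, 150 mM NaCl, TCEP, IgG, Thesit. Read-out: percent inhibition from loss of millipolarization. Measured by: FP readout, S and P plane fluorescence. Probe or stimulus: fluorescent TMR peptide probe.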
# PvdQ acylase: blocks Pseudomonas aeruginosa PvdQ acylase activity | purified PvdQ acylase, fluorescence plate reader | 340,000 compounds, 0.063% hits | inhibition, % at 10 µM; in the data active = inhibition above about 30%, passing the limit was not always enough;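 note: 0% = vehicle neutral wells and 100% = reference inhibitor wells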
# Rtt109 Vps75: blocks Candida albicans Rtt109/Vps75 acetyltransferase activity; Q5AAJ8; purified Rtt109/Vps75, ThioGlo CoA-SH fluorescence, 4 h; inhibition, % at 34.9 µM; 330,000 compounds, 0.16% hits; AID 540336;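 active = inhibition of at least 50% in every replicate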
# Target sequence (Q5AAJ8 whole entry, looked up): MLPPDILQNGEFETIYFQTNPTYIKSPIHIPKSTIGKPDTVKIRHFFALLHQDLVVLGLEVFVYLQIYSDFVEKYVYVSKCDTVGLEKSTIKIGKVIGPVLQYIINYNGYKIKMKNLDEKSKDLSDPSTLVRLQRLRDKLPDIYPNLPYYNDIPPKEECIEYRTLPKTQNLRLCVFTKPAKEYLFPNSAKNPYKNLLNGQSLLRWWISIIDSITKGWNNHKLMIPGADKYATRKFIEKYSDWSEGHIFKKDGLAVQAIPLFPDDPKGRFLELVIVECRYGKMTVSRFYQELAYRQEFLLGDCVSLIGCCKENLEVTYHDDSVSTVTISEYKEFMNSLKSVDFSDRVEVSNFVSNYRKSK
# SR-BI HDL uptake: inhibitors of mouse SR-BI mediated HDL lipid uptake. inhibition, % at 12.5 µM. AID 488896. 320,000 compounds, 0.96% hits. Q61009. ldlA[mSR-BI] CHO cells, DiI-HDL uptake fluorescence, 3 h;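 active = mean replicate inhibition of at least 70% and a set share of replicates each scoring 70 or more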;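 note: 0% = median of neutral control wells and 100% = median of positive control wells; values of inactives mirror those of a sister screen read the other way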
# dFosB activator: enhances mouse delta FosB homodimer DNA binding; purified delta FosB, TAMRA-CDK5 oligo fluorescence polarization; percent of positive-control signal above neutral wells; 340,000 compounds, 0.99% hits; activation, % at 25 µM;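 active = mean activation above about 17%, with every replicate also reaching it, limit read from the data, passing the limit was not always enough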;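 note: fluorescence polarization rise as delta FosB binds a TAMRA Cdk5 AP-1 oligo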
# Target sequence (P13346 whole entry, looked up): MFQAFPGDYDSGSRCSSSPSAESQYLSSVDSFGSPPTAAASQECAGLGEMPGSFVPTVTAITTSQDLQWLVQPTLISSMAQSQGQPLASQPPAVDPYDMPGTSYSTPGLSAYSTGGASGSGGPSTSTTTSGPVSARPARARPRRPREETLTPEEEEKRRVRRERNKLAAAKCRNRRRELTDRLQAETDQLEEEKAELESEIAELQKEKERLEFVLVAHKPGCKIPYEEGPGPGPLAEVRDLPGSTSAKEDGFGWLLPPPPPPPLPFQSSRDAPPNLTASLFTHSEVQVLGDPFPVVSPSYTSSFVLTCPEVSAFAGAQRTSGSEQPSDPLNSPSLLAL
# CAL PDZ FP-2: blocks peptide binding to the human CAL PDZ domain; Q9HD26; purified CAL PDZ, TMR-peptide fluorescence polarization, 1 h; inhibition, % at 24.9 µM; 300,000 compounds, 0.92% hits; AID 602252;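 active = mean inhibition of at least 30% with at least half of replicates also reaching 30%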;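 note: 0% = DMSO neutral control and 100% = excess unlabeled competitor peptide PRC23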
# PfHsp90 yeast 2: reduces growth (ATP signal) of yeast expressing P. falciparum Hsp90. inhibition, % at 9.4 µM. 310,000 compounds, 0.32% hits. AID 504621. S. cerevisiae expressing PfHsp90, BacTiter-Glo ATP, 48 h; yeast lacking PDR1 and PDR3 efflux regulators;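 active = every replicate shows inhibition above about 80%, whatever the replicate mean, limit read from the data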;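 note: 0% = DMSO neutral controls and 100% = 20 µM radicicol positive controls; yeast relying on Plasmodium falciparum Hsp90 in place of its own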
# NSD2 inh: inhibitors of human histone methyltransferase NSD2. 310,000 compounds, 0.54% hits. inhibition, % at 12.5 µM. O96028. NSD2 peptide methylation, AlphaScreen, 120 min; in the data active = inhibition above about 50%
# MITF act: activators of MITF-driven TRPM1 promoter activity in SK-MEL-5 cells; activation, % at 12.5 µM; 300,000 compounds, 0.75% hits; SK-MEL-5 TRPM1-promoter luciferase, 24 h; % of positive control, neutral wells = 0;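 active = mean activation of at least 80% with every replicate also reaching 80%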;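 note: 0% = neutral control wells and 100% = parthenolide positive control wells; values of inactives mirror those of a sister screen read the other way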
# SR-BI uptake up: SR-BI HDL lipid transfer activation; AID 504775; 320,000 compounds, 0.096% hits; CHO ldlA[mSR-BI] cells, DiI-HDL uptake fluorescence, 3 h; 100 = double the neutral-control signal; activation, % at 12.5 µM;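 active = mean replicate activation of at least 60% and every replicate at or above 60%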;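 note: 0% = median plate neutral-control signal and 100% = twice that signal; values of inactives mirror those of a sister screen read the other way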
#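 System: CHO ldlA[mSR-BI] cells / Medium: HEPES-buffered (25 mM, pH 7.4) F12 plus 0.5% BSA / Probe or stimulus: labelled HDL, 10 µg/mL / Doses: single compound concentration, delivered by pin transfer / Schedule: 3 h, 37 °C / Measured by: DiI fluorescence, bottom read / Measure: cell-associated DiI fluorescence as measure of HDL uptake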
# * marks the source's active call; other numbers are inactive results; . = no result given.
SMILES,CAL PDZ FP-1,PvdQ acylase,Rtt109 Vps75,SR-BI HDL uptake,dFosB activator,CAL PDZ FP-2,PfHsp90 yeast 2,NSD2 inh,MITF act,SR-BI uptake up
COc1ccc(NC(=O)Cc2coc3cc(C)ccc23)cc1S(=O)(=O)N1CCOCC1,-1.2,-8,18,41,-13,-7,10,0,-3,-41
COc1cc(OC)cc(C(=O)NC(C(=O)N2CCC2)C(C)C)c1 (stereo unspecified),0.5,4,8,-15,0,7,4,-2,4,15
CC(=O)N=c1c(C#N)cc2c(=O)n3ccccc3nc2n1Cc1ccccc1,0.1,-11,1,-30,-3,-4,20,2,7,30
CC(=O)c1cccc(NC(=O)C(C)OC(=O)CCc2nc3ccccc3c(=O)[nH]2)c1 (stereo unspecified),0.6,-4,-2,17,0,-2,-1,0,-6,-17
CSCCC(Nc1ccc(S(=O)(=O)N2CCOCC2)cc1[N+](=O)[O-])C(=O)OCC(=O)NCC(C)C (stereo unspecified),0.2,-28,7,-3,-4,-3,-5,17,0,3
COc1ccc(-c2nc(-c3ccccc3OC)no2)cc1OC,-4.1,-7,1,65,-36,5,23,2,.,-65
CCOC(=O)N1CCN(CC(=O)Nc2ccc(F)c(F)c2F)CC1,0.1,-11,-2,-14,1,-1,13,-6,-1,14
O=S(=O)(NCCCN1CCOCC1)c1ccc(Cl)s1,-0.7,-11,-2,.,-5,-5,-5,-2,12,.
O=C(NN1C(=O)c2ccccc2C1=O)C1CC2CCC1C2 (stereo unspecified),-2.1,0,14,11,-7,-1,8,-1,2,-11
CCn1c(CNc2ccc(F)cc2)nnc1SCC(=O)N1CCCc2ccccc21,-1.6,10,9,38,-6,1,.,4,.,-38

# Overlap with the part before: 2 compounds, followed by the next part.
SMILES,CAL PDZ FP-1,PvdQ acylase,Rtt109 Vps75,SR-BI HDL uptake,dFosB activator,CAL PDZ FP-2,PfHsp90 yeast 2,NSD2 inh,MITF act,SR-BI uptake up
O=C(NN1C(=O)c2ccccc2C1=O)C1CC2CCC1C2 (stereo unspecified),-2.1,0,14,11,-7,-1,8,-1,2,-11
CCn1c(CNc2ccc(F)cc2)nnc1SCC(=O)N1CCCc2ccccc21,-1.6,10,9,38,-6,1,.,4,.,-38
O=C(c1sccc1Br)N1CCN(Cc2ccc3c(c2)OCO3)CC1,0.3,0,-5,2,-10,6,-2,0,-4,-2
Cc1cc(C)c2oc(C(=O)NCc3ccccc3)cc(=O)c2c1,-0.7,-3,-3,-15,2,2,-41,4,0,15
Cc1ccc(NC(=S)N(CCN2CCOCC2)Cc2ccccc2F)cc1,-0.4,-9,0,-12,-5,-5,-14,3,-14,12
COc1cc2[nH]c(C(=O)NCc3ccccc3)cc2c(OC)c1OC,0.7,-1,-2,32,-7,-5,-18,-1,-6,-32
O=C(CN1C(=O)NC2(CCCC2)C1=O)Nc1cccc(Cl)c1Cl,-1.3,8,3,.,-2,.,4,0,5,.
CCC(C)Nc1nnnc2c1sc1nc3c(cc12)COC(C)(C)C3 (stereo unspecified),-4.4,-5,8,8,-8,3,.,4,23,-8
Cc1ccccc1NC(=O)c1c(C)nn(-c2ccccc2)c1Cl,-1.0,3,10,25,-9,.,16,-1,29,-25
CCCCn1c(SCC(=O)Nc2cc(C)on2)nnc1-c1cccnc1,0.4,-4,-2,-6,0,.,.,-2,5,6
Cc1cc(C)cc(CC2CC(=O)N(c3ccc([N+](=O)[O-])cc3)C2=O)c1 (stereo unspecified),-0.9,6,10,30,-9,3,-9,15,1,-30
O=C(COc1ccc2c3c(c(=O)oc2c1)CCC3)NCC(O)c1ccccc1 (stereo unspecified),-0.7,-6,-4,-11,-2,5,-22,1,-1,11
CCOC(=O)COc1ccc2c3c(c(=O)oc2c1)CCCC3,-14,-14,-11,-1,-10,-5,9,1,7,1
CCOc1ccc(OCC)c(NC(=O)C2CCN(c3ncccn3)CC2)c1,0.2,-20,-1,32,2,-1,-7,-2,4,-32
CCCCCC(O)CCc1n[nH]c(=S)n1-c1ccccc1 (stereo unspecified),-1.0,-2,0,15,3,-3,-36,-1,4,-15
O=C(Cn1cnc2c(nc3n2CCCCC3)c1=O)Nc1cccc(C(F)(F)F)c1,-0.2,-11,4,-7,-7,.,12,-3,-1,7
O=C(NCCc1ccccc1)c1ccc(NC(=O)C2CCCCC2)cc1,-0.3,-7,-4,-2,5,-6,-7,.,11,2
NS(=O)(=O)c1ccc(CCNC(=O)c2ccc(NC3=NC4CS(=O)(=O)CC4S3)cc2)cc1 (stereo unspecified),-1.2,-11,-9,-1,18*,-7,10,.,5,1
O=S1(=O)CC(N2CCOCC2)c2ccccc21 (stereo unspecified),-1.0,-14,-4,-28,0,.,7,2,-8,28
C=CCn1c(SCc2c(C)noc2C)nc2ccccc2c1=O,-2.3,-9,-6,-3,-2,.,8,-1,-2,3
CCCCCCC[C@@H](C/C=C/CCC(=O)N(C)C/C(=C/Cl)C/C(=C\C(=O)N1C[C@H](O)CC1=O)OC)OC,-0.2,-17,-4,26,-12,7,-48,.,-11,-25
CC1CCN(Cc2nnnn2CCCC(=O)N(C)C2CCOC2)CC1 (stereo unspecified),-2.3,-16,14,-3,10,-2,16,0,-4,3
O=C(CN1C(=O)C2CC=CCC2C1=O)Nc1nnc(SCc2c(Cl)cccc2Cl)s1 (stereo unspecified),0.1,-20,-15,-23,39*,.,7,1,.,23
O=C(Nc1ccc(N2CCN(C(=O)c3ccccc3)CC2)c(Cl)c1)c1ccc(Br)o1,-0.8,-5,-1,55,-11,-1,.,-1,-6,-55
Cc1ccc(NC(=O)c2ccc(OC(=O)COc3ccc(Cl)c(C)c3)cc2)cc1,0.0,-10,-1,.,-1,-6,-34,20,60,.
COC(=O)/C(=C\c1ccc([N+](=O)[O-])cc1)NC(=O)c1ccccc1,-1.1,3,.,3,1,-2,-5,-3,-5,-3
NNC(=O)COc1cccc(Oc2ccccc2)c1,-0.9,-7,-8,-14,-7,5,23,-3,5,14
Cc1ccc([C@@H]2[C@@H]3C(=O)N(C)C(=O)[C@@H]3[C@]3(C)C(=O)N(Cc4ccccn4)CC(=O)N23)o1,0.0,-4,-3,-3,3,-2,-12,.,7,3
Cc1n[nH]c(C)c1CN(C)C(=O)c1cc(COc2ccc(F)c(F)c2)on1,-2.1,-16,-2,35,1,-2,-21,-2,19,-35
c1ccc(CCNc2ncnc3scc(C4COc5ccccc5O4)c23)cc1 (stereo unspecified),2.2,-2,-5,51,0,9,-65,0,.,-51
Cc1noc2ncnc(Sc3ccccc3Cl)c12,-1.9,4,3,9,1,-3,7,1,-16,-9
CCOC(=O)c1ccc2[nH]c3c(c2c1)CCCC3C(=O)OCC (stereo unspecified),0.5,-3,0,5,-9,-9,9,-2,6,-5
O=C(NCc1ccccn1)c1ccc(CS(=O)(=O)Cc2ccc(Cl)cc2)o1,-0.9,-10,-6,-2,8,-4,-6,0,-8,2
CNc1nc(Cl)nc(NC(C)(C)C)n1,-0.1,-8,7,-6,-5,-3,-25,0,-5,6
O=C(COC(=O)c1ccc([N+](=O)[O-])o1)Nc1nc2ccccc2s1,1.2,-6,-3,12,4,-10,16,5,11,-12
CC12CN(Cc3ccccc3)CC(C)(CN(Cc3ccccc3)C1)C2=NO,-0.7,8,-1,16,-2,0,24,7,15,-16
CCCN(CCC)CCCNC(=O)Cn1cnc2sc(C)c(S(=O)(=O)N3CCOCC3)c2c1=O,-1.5,-2,-5,.,2,0,-18,9,6,.
NC(=S)n1[nH]c(-c2ccc([N+](=O)[O-])cc2)c(N=Nc2cccc([N+](=O)[O-])c2)c1=O,-0.8,-2,-1,87*,-14,-7,-4,0,-12,-87
O=C(Cc1ccccc1)NCc1ccccn1,-1.3,8,14,-5,-5,.,-3,-3,-1,5
COc1ccc(-n2c(-c3ccccc3)nnc2-c2ccc(Cl)cc2)cc1,-4.3,12,17,-13,2,3,-2,0,1,13
COc1cc(C(=O)NCC(=O)OCC(=O)c2cccc3ccccc23)cc(OC)c1OC,-0.5,-4,4,5,-19,-3,-8,1,-19,-5
Cc1c(C(=O)O)cccc1-n1c(C)cc(/C=N/Nc2ccc([N+](=O)[O-])cn2)c1C,-0.3,7,13,.,-22,5,10,17,-14,.
COc1ccc(/C=C(\NC(=O)c2ccc(OC)cc2)C(=O)N2CCCCC2)cc1,-2.2,3,3,6,-10,.,-15,-1,14,-6
C=CCc1ccc(OCCCCN2CC(C)CC(C)C2)c(OC)c1 (stereo unspecified),-0.8,-3,-8,-31,-4,.,-6,40,21,31
Nc1nc2cc3ccccc3cc2[nH]c1=O,-2.3,-10,-2,2,-21,12,-3,4,.,-2

# Grouped by structure, the compounds so far containing an aryl methoxy group
SMILES,CAL PDZ FP-1,PvdQ acylase,Rtt109 Vps75,SR-BI HDL uptake,dFosB activator,CAL PDZ FP-2,PfHsp90 yeast 2,NSD2 inh,MITF act,SR-BI uptake up
COc1ccc(NC(=O)Cc2coc3cc(C)ccc23)cc1S(=O)(=O)N1CCOCC1,-1.2,-8,18,41,-13,-7,10,0,-3,-41
COc1cc(OC)cc(C(=O)NC(C(=O)N2CCC2)C(C)C)c1 (stereo unspecified),0.5,4,8,-15,0,7,4,-2,4,15
COc1ccc(-c2nc(-c3ccccc3OC)no2)cc1OC,-4.1,-7,1,65,-36,5,23,2,.,-65
COc1cc2[nH]c(C(=O)NCc3ccccc3)cc2c(OC)c1OC,0.7,-1,-2,32,-7,-5,-18,-1,-6,-32
COc1ccc(-n2c(-c3ccccc3)nnc2-c2ccc(Cl)cc2)cc1,-4.3,12,17,-13,2,3,-2,0,1,13
COc1cc(C(=O)NCC(=O)OCC(=O)c2cccc3ccccc23)cc(OC)c1OC,-0.5,-4,4,5,-19,-3,-8,1,-19,-5
COc1ccc(/C=C(\NC(=O)c2ccc(OC)cc2)C(=O)N2CCCCC2)cc1,-2.2,3,3,6,-10,.,-15,-1,14,-6
C=CCc1ccc(OCCCCN2CC(C)CC(C)C2)c(OC)c1 (stereo unspecified),-0.8,-3,-8,-31,-4,.,-6,40,21,31

# An unsorted share of the library; any-hit rate near 4.3%.
